# Screening data: PubChem, Broad Institute
# SIRT5 inh = blocks human SIRT5 desuccinylation of peptide | AID 652115 | inhibition, % at 15 µM | Q9NXA8 | 1.1% of 330,000 active | Purified SirT5, succinyl-peptide AMC, trypsin-coupled fluorescence; in the data active = inhibition above about 15%; inconclusive = no clear call, values can overlap the other calls
# Target sequence (Q9NXA8 whole entry, looked up): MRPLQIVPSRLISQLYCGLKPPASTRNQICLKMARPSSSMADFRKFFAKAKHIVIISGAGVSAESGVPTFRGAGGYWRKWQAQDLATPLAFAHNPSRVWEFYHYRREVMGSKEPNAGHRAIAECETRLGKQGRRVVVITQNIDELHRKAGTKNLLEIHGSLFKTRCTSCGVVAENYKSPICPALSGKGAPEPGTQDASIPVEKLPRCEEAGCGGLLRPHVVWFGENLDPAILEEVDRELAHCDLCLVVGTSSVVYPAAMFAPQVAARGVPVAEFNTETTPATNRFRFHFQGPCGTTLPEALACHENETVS
# LGR2 inh = blocks bursicon-induced cAMP signaling via Drosophila LGR2; 0.35% of 380,000 active; HEK293 LGR2, CRE-luciferase, bursicon-stimulated, 4 h; inhibition, % at 9.99 µM;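 active = drop in luminescence signal, shown as inhibition above about 50% in the replicate tests, limit read from the data, passing the limit was not always enough; inconclusive = probably only some replicates passing the limit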;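 note: agonist challenge used bursicon conditioned medium at about half maximal strength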
# Cneo AK release = Cryptococcus neoformans lysis via adenylate kinase release. lysis activity, % at 15 µM. C. neoformans lysis, adenylate kinase release luminescence, 4 h; normalised: neutral wells 0, clomiphene wells 100. 0.2% of 360,000 active;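 active = mean lysis activity across replicates of at least 80%, whatever share of replicates individually reach that level; inactive = mean lysis activity below 80%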
#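 Assay system: C. neoformans cells. Amount: yeast cell density of 5 × 10^6 cells/mL. Technique: AK luminescence. Buffer or medium: YPD. Times: static 4 h at 37 °C with compound, 1 h detection. Dosing: single-point compound dose. Read-out: lysis from increased AK signal.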
# Statin myotox sup = suppressors of simvastatin-induced myotoxicity in C2C12 myotubes. ATP luminescence, 48 h; scaled: DMSO 0, geranylgeraniol control 100. rescue of ATP level, % at 7.49 µM. 0.78% of 330,000 active;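 active = mean ATP rescue above about 67%, or every replicate alone reaching that limit, limit read from the data, passing the limit was not always enough; inconclusive = no clear call, values can overlap the other calls; inactive = mean under the limit and some replicate under it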;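 note: myotubes were challenged with 10 µM simvastatin during compound exposure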
# PGC1a acetyl inh = PGC1a acetylation modulation, inhibitor mode | AID 651687 | 0.17% of 350,000 active | inhibition, % at 15.6 µM | U2OS PGC1a acetylation, AlphaScreen anti-acetyl-lysine; with virally co-expressed GCN5 acetyltransferase;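 active = every replicate shows inhibition of at least 40%; inconclusive = mean inhibition at least 40% but some replicate below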;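 note: 0% = neutral control wells and 100% = positive control wells; some results beyond the cut were filed as inactive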
# ERAP1 HTS inh = blocks human ERAP1 aminopeptidase activity | Q9NZ08 | recombinant ERAP1, Leu-AMC fluorescence, 60 min | inhibition, % at 10.7 µM | 0.15% of 340,000 active;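 active = mean replicate inhibition of at least 30%, or all replicates individually reaching that 30% level; inactive = mean below 30% and not every replicate reaching it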;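 note: 0% = neutral control wells and 100% = L-leucinethiol positive control wells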
# S100A4 MyoIIA = inhibitors of human S100A4 binding to myosin IIA peptide | inhibition, % at 10.7 µM | P26447 | 0.14% of 360,000 active | S100A4/TAMRA-MyoIIA peptide fluorescence polarization;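 active = mean inhibition of at least 70% across replicates, with every replicate also reaching that level; inconclusive = mean inhibition reaches 70% but some replicates fall short; inactive = mean inhibition below 70%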
# Target sequence (P26447 whole entry, looked up): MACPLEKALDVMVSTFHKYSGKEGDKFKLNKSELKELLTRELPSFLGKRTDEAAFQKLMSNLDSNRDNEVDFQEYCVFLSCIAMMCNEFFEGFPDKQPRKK
#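 Material: S100A4 monomer protein / Buffer or medium: 50 mM HEPES pH 7.2, 10 mM CaCl2, 100 mM KCl / Times: 5 min incubation before reading / Benchmarks: neutral control DMSO, positive control TFP / Reagent: labelled myosin peptide probe, 5 nM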
# XiGFP reactiv = X-chromosome reactivation activator; AID 743238; activation, % at 7.58 µM; 0.055% of 360,000 active; XiGFP mouse fibroblasts, % GFP-positive cells imaging, 3 d; cells co-treated with 5-aza-dC sensitizer; scaled so ellipticine positive control = 100%;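 active = mean normalized replicate activation at least 10% and every replicate at or above 10%; inconclusive = only one of the two criteria met; inactive = mean below 10% and not all replicates reach 10%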;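 note: 0% = median of on-plate neutral control wells and 100% = ellipticine 6 µM median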
#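 Assay system: SV40-immortalized XiGFP fibroblast cells, line 68-5-11; buffer or medium: DMEM plus 5-aza-dC sensitizer; compound: one concentration, pinned; timing: compounds 3 days, fix/stain 15 min at room temperature; benchmarks: positive control ellipticine, 6 µM final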
# An asterisk follows results filed as active; ? = inconclusive; . = not tested or not shown; & = joins results of further samples. Only part of the results is shown, so the mix of outcomes need not match the whole.
SMILES,SIRT5 inh,LGR2 inh,Cneo AK release,Statin myotox sup,PGC1a acetyl inh,ERAP1 HTS inh,S100A4 MyoIIA,XiGFP reactiv
COCC(=O)N1CC2(C1)[C@@H](c1ccc(-c3cccc(F)c3)cc1)[C@H](CO)N2C(=O)COC,-2,-7,.,.,5,-4,5,0.5
CCc1ccc(/C=N/NC(=O)c2ccc(OC3CCCC3)cc2)s1,-3,-2,0,.,-10,6,1,.
O=C(C[C@@H]1CC[C@@H]2[C@H](COC[C@@H](O)CN2C(=O)Nc2cccc(Cl)c2)O1)N1CCCCC1,1,-10,-1,15,11,-4,-1,0.4
CC1Cc2ccccc2N1S(=O)(=O)c1ccc(Cl)nc1 (stereo not drawn),-3,1,-3,6,-11,-4,0,0.1
O=C(NCCOc1cccnc1)c1ccc(OC2CCN(Cc3ccccn3)CC2)cc1,7,9,3,-38,.,1,-1,2.4
C[C@H](NC(=O)N(C)C[C@@H]1OCc2ccccc2-c2c(n(C)c3ccccc23)C(=O)N([C@H](C)CO)C[C@@H]1C)c1ccccc1,6,31,-2,18,-12,.,-13,-1.4
O=C(/C=C/c1cc(Br)ccc1F)OCC(=O)N1CCOCC1,-3,-9,0,1,-3,0,11,0.0
CC(=O)N1c2ccc(C)cc2C(c2ccccc2)CC1C (stereo not drawn),0,-6,1,26,-8,0,-4,0.0
CC=Cc1ccc2n(c1=O)C[C@@H]1[C@@H](CO)[C@H](C(=O)NCC3CC3)[C@H]2N1C(=O)c1ccccc1 (mixture of isomers),-10,-1,0,2,.,2,-2,0.0
COc1ccc2c3c(n(C)c2c1)[C@@H](CO)N(Cc1cc(F)ccc1F)CC31CCN(C(=O)C2CC2)CC1,2,-8,.,.,-22,4,2,0.3
C[C@@H]1CN([C@@H](C)CO)C(=O)Cc2cc(NC(=O)Nc3ccc(F)cc3)ccc2O[C@@H]1CN(C)S(=O)(=O)c1cn(C)cn1,.,12,.,10,3,.,.,-0.1
CC(C)CC(COCc1ccc(Cl)cc1)N1CCN(C(=O)c2ccc(Cl)cc2Cl)CCC1=O (stereo not drawn),.,3,-2,-7,3,.,-2,2.8
Cc1ccc(S(=O)(=O)N2CCC(C(=O)Nc3nnc(C4CCCC4)s3)CC2)cc1,-1,11,0,-5,12,-2,17,.
CN(CC(=O)N1CCN(c2ccc(F)cc2)CC1)S(=O)(=O)c1ccc2c(c1)c(=O)n(C)c(=O)n2C,-5,10,.,.,3,3,-1,0.1
C[C@H](CO)N1C[C@H](C)[C@@H](CN(C)Cc2cccnc2)Oc2ncc(-c3cccc(C#N)c3)cc2C1=O,1&-1&-1,-13&5,0&-1,4&5&-1,33&0&1,2&6&1,3&-2&-3,0.1&-0.9
NS(=O)(=O)c1ccc(NC2=CC(c3ccc(F)cc3)N(c3ccc(S(N)(=O)=O)cc3)C2=O)cc1 (stereo not drawn),-2,6,0,.,8,.,5,-0.2
CCOC(=O)c1ccc(-c2c(-c3ccccc3OC)oc3ccccc23)cc1F,.,21,-2,2,9,3,4,-0.1
CCOC(=O)C1CCCN(C(=O)c2ccc(Cn3c(=S)[nH]c4cc(C(=O)OC)ccc4c3=O)cc2)C1 (stereo not drawn),-1,-57,.,.,-23,-5,-2,0.0
CN1c2ccsc2/C(=N/Nc2ccc(F)cc2)CS1(=O)=O,-3,-83,-5,-6,2,15,1,0.0
CCCNC(=O)N1C[C@@H](O)COC[C@@H]2O[C@H](CC(=O)NCc3ccc(Cl)c(Cl)c3)CC[C@H]21,-1,20,0,-11,1,-3,9,0.1
C[C@@H]1CCCCO[C@H](CN(C)S(=O)(=O)c2ccccc2)[C@H](C)CN([C@@H](C)CO)C(=O)c2cc(NC(=O)Nc3ccc(F)cc3)ccc2O1,-1,2,0,.,0,0,-1,0.0
COc1ccc(S(=O)(=O)NCCSCc2ccc(Cl)cc2)cc1NC(C)=O,-1,1,-1,20,-3,0,0,-0.1
CCOc1ccc(C(=O)NC(C(=O)N2CCC2)C(C)C)cc1 (stereo not drawn),6,-9,.,.,.,-1,-3,-0.1
Cc1ccccc1-c1nc(CS(=O)(=O)CC(=O)NCCCN2CC(C)CC(C)C2)c(C)o1 (stereo not drawn),-1,7,8,6,-4,-3,-2,0.0
COc1ccc(NC(=O)Cn2cc(C(=O)C3CC3)c3ccccc32)cc1,3,-20,-5,22,.,0,-5,.
Cc1cccc(C)c1NC(=O)CNC(=O)c1ccncc1,1,0,-6,-7,2,0,-2,0.1
Cc1cc(-c2nnc(SCCC(=O)Nc3ccccc3)o2)no1,-1,-1,-1,7,1,-1,4,0.4
Cc1ccc(-c2ccc3c(c2)O[C@H](CN(C)Cc2ccncc2)[C@@H](C)CN([C@@H](C)CO)S3(=O)=O)cc1,5,-7,-5,-31,-13,-6,4,0.5
COc1ccc(NC(=O)CCCn2c(=O)c3sccc3n(Cc3cccc(C)c3)c2=O)cc1,-1,.,3,.,.,-1,3,-0.1
COc1cccc(-c2ccccc2[C@H]2[C@@H](C#N)N(C(=O)c3ccccn3)[C@@H]2CO)c1,-3,-10,.,.,-9,2,6,0.0
C[C@@H](NS(=O)(=O)c1ccc(Br)cc1F)[C@@H](O)c1ccccc1,-16,-25,0,0,-10,-1,-2,0.0
CCOC1=C2[C@@H](CN(S(=O)(=O)c3ccc(C)cc3)[C@H]2c2ccc(CC)cc2)[C@H]2C(=O)N(c3ccccc3)C(=O)[C@H]2C1,0,12,1,6,-2,.,0,0.1
COc1ccc(CNC(=O)CNS(=O)(=O)c2cccs2)cc1,-8,-15,8,8,.,1,-5,0.1
O=C(NNS(=O)(=O)c1ccc(F)cc1)C1CCN(Cc2cccc(F)c2)CC1,2,-6,1,-2,5,1,-4,0.0
COc1cc2c(cc1OC)C(C1C(=O)CC(C)CC1=O)N(C(=O)CCl)CC2 (stereo not drawn),-2,3,.,.,.,0,1,-0.1
C[C@@H]1CCCCO[C@H](CN(C)CC2CC2)[C@H](C)CN([C@H](C)CO)C(=O)c2cc(NC(=O)Nc3ccc(C(F)(F)F)cc3)ccc2O1,.,-4,34,.,11,.,.,0.1
COc1ccc(S(=O)(=O)Nc2ccc(F)c(F)c2)cc1C(=O)N1CCOCC1,0,-16,0,26,.,-3,4,0.1
Cc1noc(C)c1NC(=O)Nc1ccc2c(c1)CC(=O)N([C@@H](C)CO)C[C@@H](C)[C@@H](CN(C)S(=O)(=O)c1cn(C)cn1)O2,.,-23,1,-21,5,.,.,-0.5
Cc1ccc(OCc2cc(C(=O)N(C)Cc3cnn(-c4ccccc4C)c3)no2)cn1,2,-5,1,11,2,3,26,0.2
COc1ccc2[nH]c(C)c(C(=O)CN(C)C)c2c1,.,-19,1,-3,4,.,.,.
C[C@@H]1CN([C@@H](C)CO)C(=O)Cc2cc(NC(=O)Nc3ccc(F)cc3)ccc2O[C@H]1CN(C)S(=O)(=O)c1ccc(F)cc1,14,18,-3,14,-12,-2,-4,0.3
Cc1ccc(-n2c(COc3ccccc3)nnc2SCC(=O)O)cc1,-3,-4,-3,-4,1,0,-3,0.6
Cc1cccc(CCNC(=O)C2CCC(CNc3c(N4CCCC4)c(=O)c3=O)CC2)c1 (stereo not drawn),1,.,-6,-6,8,-4,-5,0.0
COCCNC(=O)C[C@H]1C[C@@H]2c3cc(N(C)C)ccc3O[C@@H]2[C@@H](CO)O1,1,-15,-4,-11,5,-3,23,0.0
COc1ccc(-n2ccc(=O)c(C(=O)Nc3ccc(S(=O)(=O)Nc4nccs4)cc3)n2)cc1,1,19,3,-3,-3,2,4,0.0
COc1ccc(CNC(=O)/C=C/c2cc([N+](=O)[O-])ccc2OC(F)F)cc1OC,.,-1,8,?,10,.,.,.
CS(=O)(=O)Nc1ccc(C(=O)Nc2ccc(S(=O)(=O)Nc3nccs3)cc2)cc1,-2,-2,0,-2,3,0,3,-0.1
CC(OC(=O)CCCSc1nc2ccccc2s1)C(=O)NC(N)=O (stereo not drawn),-5,5,.,.,.,-1,-3,0.3

# Single records (already shown). Order of values: SIRT5 inh, LGR2 inh, Cneo AK release, Statin myotox sup, PGC1a acetyl inh, ERAP1 HTS inh, S100A4 MyoIIA, XiGFP reactiv
# CS(=O)(=O)Nc1ccc(C(=O)Nc2ccc(S(=O)(=O)Nc3nccs3)cc2)cc1 is entered as -2, -2, 0, -2, 3, 0, 3, -0.1
# C[C@@H]1CN([C@@H](C)CO)C(=O)Cc2cc(NC(=O)Nc3ccc(F)cc3)ccc2O[C@H]1CN(C)S(=O)(=O)c1ccc(F)cc1 is entered as 14, 18, -3, 14, -12, -2, -4, 0.3

# (further entries)
SMILES,SIRT5 inh,LGR2 inh,Cneo AK release,Statin myotox sup,PGC1a acetyl inh,ERAP1 HTS inh,S100A4 MyoIIA,XiGFP reactiv
O=C(NCC(=O)N1CCN(Cc2c(F)cccc2Cl)CC1)c1cccc(Cl)c1,-4,-4,0,-1,-1,-3,-4,0.0
CCSc1nc2c(cnn2-c2ccccc2)c(=O)n1N,-4,-49,-2,.,2,-2,-7,-0.1
OC(c1ccc(F)c(F)c1)c1nc(-c2cnc3ccccc3c2)cs1 (stereo not drawn),-3,.,-5,22,-9,0,2,0.4
CC(Oc1ccc2c3c(c(=O)oc2c1)CCCC3)C(=O)NCc1ccncc1 (stereo not drawn),-7,-15,-1,-5,-1,0,0,0.1
CCOc1ccc(-n2c(C)cc(/C=N/Nc3nc(C)cc(=O)[nH]3)c2C)cc1,-6,-2,0,-26,3,1,1,0.0
CCOC(=O)c1cn[nH]c1NC(=S)Nc1ccccc1,4,-52,4,.,6,5,7,-0.1
COc1ccc(S(=O)(=O)Nc2ccc3c(c2)C(=O)N([C@@H](C)CO)C[C@H](C)[C@H](CN(C)S(=O)(=O)c2ccc(OC)cc2)O3)cc1,5,-26,0,-5,5,-1,-10,0.1
COc1cccc2sc(Nc3nc(-c4cc5ccccc5oc4=O)cs3)nc12,.,14,-2,.,-15,.,.,0.3
Cc1cc(C)n(-c2ccc(NC(=O)C3CCCCN3C(=O)c3occc3C)cc2)n1 (stereo not drawn),-3,-18,-1,2,.,-3,0,0.1
CN1CCc2c(c3c(n2C)CCN(C)[C@@H]3c2cccnc2)[C@H]1c1cccnc1,9,1,.,.,2,-4,-2,0.0
Cc1cccc(C(=O)NNC(=O)c2ccccc2Br)c1,1,12,0,10,0,2,1,0.0
COC(=O)CNC(=O)CN(c1ccc(OC)cc1OC)S(=O)(=O)c1ccccc1,.,-5,-4,1,-8,6,-6,.
COc1ccc(S(=O)(=O)N(C)C[C@H]2OCc3cn(nn3)CCCC(=O)N([C@@H](C)CO)C[C@@H]2C)cc1,-3&-5,8,-1&0,2&-6,16&-7,0&-2,-1&-4,-0.3&-0.1
CC(c1ccccc1)c1nnc(NC(=O)Nc2ccccc2)s1 (stereo not drawn),-3,-11,1,9,.,0,2,0.1
Cc1cc(C)n(-c2ccc(F)cc2CN2CCN(C3CCCC3)C(CCO)C2)n1 (stereo not drawn),-1,1,17,-6,2,-4,-3,-0.3
CN(C)CC(=O)N[C@H]1CC[C@H](CC(=O)NCc2ccc(Cl)cc2)O[C@@H]1CO,1,-20,2,0,-2,4,63,0.0
